TRb-SRC2 inh = inhibitors of human thyroid hormone receptor beta-SRC2 interaction; P10828; TRbeta-SRC2 peptide binding, fluorescence polarization; receptor liganded with 1 µM T3; Potency, µM (doses to about 106 µM), inactives show at the highest dose activity change, negative = inhibition, hits mostly inhibitors; 280,000 tested, 0.065% active;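 also: potency is read from the fitted curve at half-maximal effect; plate controls were bound peptide for no effect and peptide without receptor for full effect; nearly all actives have a fitted effect of over 50% in size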
Target sequence (P10828 whole entry, looked up): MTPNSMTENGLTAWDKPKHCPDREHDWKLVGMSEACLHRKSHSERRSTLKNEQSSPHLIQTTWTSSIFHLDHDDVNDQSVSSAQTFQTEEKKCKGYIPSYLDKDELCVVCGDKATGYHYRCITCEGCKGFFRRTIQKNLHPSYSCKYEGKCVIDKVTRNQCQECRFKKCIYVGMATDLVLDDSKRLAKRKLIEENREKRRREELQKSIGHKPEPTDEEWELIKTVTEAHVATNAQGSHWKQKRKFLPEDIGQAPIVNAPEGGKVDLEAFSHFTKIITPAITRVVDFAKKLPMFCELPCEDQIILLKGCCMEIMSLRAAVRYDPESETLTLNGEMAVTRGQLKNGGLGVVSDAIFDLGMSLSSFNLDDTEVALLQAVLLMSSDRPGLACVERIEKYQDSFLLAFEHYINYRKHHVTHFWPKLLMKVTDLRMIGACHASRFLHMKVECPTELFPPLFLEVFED
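A fluorescence polarization screen tested compounds at multiple concentrations against complex formation between 0.6 uM TRb ligand-binding domain and 20 nM Texas Red SRC2 peptide, with 1 uM T3 present; readout after 5 hr.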
Tau FP inhib = tau fibrillization inhibition (FP); K18 P301L tau heparin fibrillization, Alexa594 FP, 6 h; Potency, µM (titrated, usually from 57.7 µM), for the others: at the top dose activity, negative = inhibition, hits mostly inhibitors; 280,000 tested, 0.39% active; AID 1468; also: potency is read from the fitted curve at half-maximal effect; % is scaled to controls: 0 for no effect and ±100 for the full control effect; nearly all actives have a fitted effect of over 55% in size
Target sequence (P10636 561-689 P618L limits assumed): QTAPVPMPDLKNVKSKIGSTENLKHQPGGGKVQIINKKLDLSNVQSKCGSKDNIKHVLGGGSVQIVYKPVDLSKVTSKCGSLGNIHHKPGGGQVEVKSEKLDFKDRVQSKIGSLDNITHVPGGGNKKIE
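Steps: dispense K18 P301L tau (15 uM plus 0.24 uM Alexa 594 tracer, final) in pH 7 sodium acetate; add compound; add heparin (20 uM final); incubate 6 hr, 37 C; add ThT (30 uM final); after 1 hr ambient, read FP.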
NPSR antag = neuropeptide S receptor (human) antagonism, cAMP; Q6W5P4; CHO-NPSR cells, cAMP TR-FRET, antagonist mode; Potency, µM (doses to about 38.3 µM), for the others: top-dose activity change, negative = inhibition, hits mostly inhibitors; 220,000 tested, 1% active; AID 1461; also: potency is read from the fitted curve at half-maximal effect; % is scaled to controls: 0 for no effect and ±100 for the full control effect; nearly all actives have a fitted effect of over 50% in size; many of its hits are not listed in these tables
Epigenetic derep = epigenetic control regulation, reporter derepression; 280,000 tested, 0.2% active; AID 1865; murine LDR cells, GFP reporter derepression, 30 h; Potency, µM (titrated, usually from 53.9 µM), without a hit: top-dose GFP activation, most hits filed as activators; also: potency is read from the fitted curve at half-maximal effect; % of control where 0% means no effect; nearly all actives have a fitted effect of over 60% in size
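Readout is the number of GFP-expressing murine LDR cells, counted by cytometry following washing. Cells were treated with compound for 30 h at 37 C; the stably integrated CMV-GFP locus is normally silent.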
TR SRC2 fluor cs = Texas Red fluorescence interference in TRb-SRC2 counter-screen; TRb/SRC2 Texas Red total fluorescence interference; 280,000 tested, 0.29% active; Potency, µM (highest dose often 106 µM), inactives show at the top dose fluorescence change, negative = quenching; active = well fitted curve in either direction with a large enough effect; inconclusive = small, poorly fitted or top-dose-only effect; also: potency is read from the fitted curve at half-maximal effect; % is scaled to controls: 0 for no effect and ±100 for the full control effect
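Human TRβ ligand-binding domain (0.6 uM) and Texas Red SRC2 peptide (20 nM) in Tris buffer with 1 uM T3 and 5% DMSO were incubated with pinned compound for 5 hr at ambient temperature. Total fluorescence was computed as S + 2P (555/632 nm).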
CBFb-RUNX1 inh = inhibitors of human CBF-beta and RUNX1 interaction; AID 1477; 230,000 tested, under 10 active; AlphaScreen CBFb-His/RUNX1-biotin binding, biochemical; Potency, µM (top dose mostly 59.8 µM), for inactives: at the highest dose activity, negative = inhibition, usual class: inhibitors; also: % of control where 0% means no effect
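Room-temperature protein-protein interaction test with 30 nM each of His-tagged CBF-beta and biotinylated RUNX1, 15 min with compound, then 90 min with nickel plus streptavidin beads. Signal read in AlphaScreen mode.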
Tau fluor counter = counter-screen for tau fibril formation inhibitors; tau K18 P301L (four-repeat tau fragment) Alexa594 fluorescence, heparin fibrillization; Potency, µM (top dose mostly 57.7 µM), for the others: at the top dose activity change, negative = decrease; 280,000 tested, 0.93% active; also: potency is read from the fitted curve at half-maximal effect; % is scaled to controls: 0 for no effect and ±100 for the full control effect; nearly all actives have a fitted effect of over 55% in size
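Human K18 P301L tau (15 uM unlabeled plus 0.24 uM Alexa 594-labeled, final) in 100 mM sodium acetate pH 7 was mixed with compound and 20 uM heparin and incubated 6 hr at 37 C.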
GLA spleen mod = alpha-galactosidase A (human) modulation; 240,000 tested, 0.008% active; AID 2107; P06280; Potency, µM (highest dose often 80 µM), without a hit: at the highest dose activity change, negative = inhibition, hits mostly inhibitors; human spleen homogenate, 4MU-alpha-Gal fluorescence, 40 min;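 also: potency is read from the fitted curve at half-maximal effect; 0% = enzyme with vehicle and -100% = no enzyme basal signal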
Target sequence (P06280 32-429 limits assumed): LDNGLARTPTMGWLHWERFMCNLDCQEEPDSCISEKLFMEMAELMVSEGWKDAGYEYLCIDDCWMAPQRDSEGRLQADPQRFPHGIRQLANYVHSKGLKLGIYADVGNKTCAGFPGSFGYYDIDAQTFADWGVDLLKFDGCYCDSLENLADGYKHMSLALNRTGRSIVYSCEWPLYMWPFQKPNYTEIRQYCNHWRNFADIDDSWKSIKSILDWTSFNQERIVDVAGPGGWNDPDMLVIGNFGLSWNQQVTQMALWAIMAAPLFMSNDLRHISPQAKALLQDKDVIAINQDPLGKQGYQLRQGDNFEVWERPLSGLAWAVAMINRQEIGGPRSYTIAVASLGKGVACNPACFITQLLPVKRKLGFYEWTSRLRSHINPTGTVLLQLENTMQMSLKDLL
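Spleen homogenate 1 ug + cpd (titration) + 4-MU-alpha-D-galactopyranoside 1 mM; 37C 40 min; 50 mM citrate/phosphate pH 5.0, 0.01% Tween-20; stop pH 10; fluorescence 365/440; AC50 via Hill.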
* = called active by the depositor; ? = inconclusive; . = not tested or not shown; [ ] = dose if it differs, or a comment. Unless noted, calls follow the shape of the dose curve; as a rule, active = well fitted curve in the direction sought with a large enough effect; inconclusive = small, poorly fitted or top-dose-only effect, or another doubt; inactive = no such curve, though single readings can be large; an effect the other way counts as inactive or inconclusive.

SMILES	TRb-SRC2 inh	Tau FP inhib	NPSR antag	Epigenetic derep	TR SRC2 fluor cs	CBFb-RUNX1 inh	Tau fluor counter	GLA spleen mod
Cc1c(NC(=O)Nc2ccc(C#N)cc2)c(=O)n(-c2ccccc2)n1C	0.4%	1.0%	.	-6.2%	-0.8%	.	0.1%	.
Cc1ccc2c(c1)N(CC(=O)N1CCCc3ccccc31)C(=O)CO2	4.5%	2.1%	-12.5%[46.1 µM]	1.5%	1.6%	1.6%	-3.0%	-5.3%
COc1cc(C(=O)NCC(=O)OCC(=O)N2CCc3ccccc32)cc(OC)c1OC	-4.5%	-17.7%	17.6%	1.2%	-4.5%	-9.3%	-17.4%	3.8%
Cc1ccc(NC(=O)C2CCCN(c3cnccn3)C2)cc1Cl (stereo not given)	-0.2%	-2.6%	.	3.2%	0.9%	.	-18.1%	.
CCOC(=O)c1cnc2c(ccc3ccccc32)c1Nc1ccc(C(C)=O)cc1	-2.8%	-7.5%	.	1.8%	-1.7%	.	-20.9%	.
O=C(Nc1ccccc1-c1nc2ccccc2s1)c1cccnc1	-6.1%	-5.1%	20.2%	-1.0%	-0.2%	-3.0%	-8.6%	-1.9%
O=C1OCCC1Sc1nc2ccccc2n1Cc1ccccc1 (stereo not given)	-0.3%	-5.3%	3.2%[46.1 µM]	0.0%	-2.3%	5.0%	-10.5%	-3.2%
CCc1ccc(OCC(=O)OC2CCS(=O)(=O)C2)cc1 (stereo not given)	-25.7%	12.1%	-11.2%[46.1 µM]	-0.8%	-0.4%	1.0%	-2.5%	-7.9%
N#CC(C#N)=C1NC2(CCCCC2)Cc2ccccc21	-1.7%	-4.4%	-15.2%	1.1%	-5.3%	2.4%	-9.8%	-5.8%
CC(NC(=O)/C(C#N)=C/c1ccc(C(=O)O)cc1)c1ccccc1 (stereo not given)	-26.1%	-2.0%	-11.3%[46.1 µM]	-1.1%	-0.5%	-25.0%	-4.7%	28.8%
CCOC(=O)c1ccc(NC(=O)CSc2nnc(Cc3cccs3)n2C)cc1	1.9%	-4.0%	-10.2%[46.1 µM]	-2.1%	0.2%	10.4%	-10.1%	-1.3%
Cn1nnnc1SCC(=O)c1ccc(Br)s1	-8.4%	-2.3%	-8.4%[46.1 µM]	-0.4%	-2.1%	0.7%	-1.2%	-2.1%
COc1ccccc1CNC(=O)c1cc(S(=O)(=O)N2CCCC(C)C2)cn1C (stereo not given)	-0.9%	6.0%	.	-0.9%	-2.2%	.	-7.3%	.
O=C(NCc1cc(F)cc2c1OCCO2)[C@H]1C[C@@H]1[C@H](NP(=O)(c1ccccc1)c1ccccc1)c1ccccc1	3.4%	2.0%	.	-1.0%	-1.1%	-3.2%	-6.8%	-3.7%
Cc1nnc(SCC(=O)Nc2ccc(N(C)C)cc2)n(N)c1=O	0.0%	-2.3%	-3.9%	-1.9%	-2.0%	18.5%	-8.7%	2.2%
Cc1ccc(-c2nnc(N(C)C(=O)c3ccccn3)s2)cn1	5.7%	13.0%	-12.9%[46.1 µM]	-1.1%	-1.4%	2.5%	6.8%	9.7%
COc1ccc(-n2c(C)cc(/C=C(\C#N)C(=O)NCc3ccco3)c2C)cc1	2.7%	-9.7%	27.0%	0.0%	-3.8%	0.5%	-5.1%	9.0%
O=C(CN1C(=O)S/C(=C\C=C\c2ccccc2)C1=O)Nc1ccccc1C(=O)O	1.6%	-12.5%	15.2%	-2.4%	-2.2%	-10.5%	-22.4%	-3.7%
Cc1ccc(-n2c(Cl)c(Cl)[nH]c(=O)c2=O)cc1	1.4%	-10.6%	-0.8%	-0.9%	-1.2%	-7.1%	-3.7%	-1.8%
CCN(CC)c1ccc(/C=N/NC(=O)Cc2cccs2)c(O)c1	2.0%	13.2%	-25.1%	0.0%	1.6%	-4.0%	12.6µM*[quencher]	-1.6%
CCc1nnc(NC(=O)CN2CCN(c3nc(-c4ccccc4)cs3)CC2)s1	2.3%	2.8%	-16.6%[46.1 µM]	-0.2%	0.7%	-12.8%	-17.6%	6.0%
CCOc1ccc2oc(=O)cc(CN3CCN(c4ccc(OC)cc4)CC3)c2c1	-0.9%	-0.5%	.	0.7%	-0.2%	.	-19.1%	.
O=C(CN1CCC(n2nnc3cc(F)ccc32)CC1)NNC(=O)c1ccccc1	3.5%	-4.1%	-6.0%[46.1 µM]	-0.9%	2.2%	5.4%	-2.1%	10.7%
COc1ccc(C2=Nn3c(nnc3-c3ccccn3)SC2)cc1	-2.1%	2.5%	2.0%[46.1 µM]	3.8%	-1.0%	?	2.8%	-3.3%
C=CCn1c(SCC(=O)NC2CCCCC2)nnc1C(C)NC(=O)c1cccs1 (stereo not given)	-6.0%	-9.2%	-24.2%[46.1 µM]	-1.1%	-1.8%	5.3%	-4.5%	-6.0%
O=S(=O)(NCCNS(=O)(=O)c1ccc(F)cc1)c1ccc(F)cc1	-10.5%	-3.3%	-11.0%[46.1 µM]	2.1%	-1.2%	-1.7%	-8.2%	9.2%
COc1ccccc1NC(=O)CCNC(=O)Cn1ccc2ccccc2c1=O	-5.0%	-6.4%	-1.2%[46.1 µM]	-2.1%	0.6%	3.2%	-7.4%	-5.6%
COc1ccc(OC(C)C(=O)Nc2ccc([N+](=O)[O-])cc2)cc1 (stereo not given)	-0.7%	-2.8%	-27.3%	4.5%	-2.0%	-2.9%	-29.7%	-9.8%
CCOc1ccc2nc(NCCNC(=S)NCCCN(C)C)c(C#N)cc2c1	-1.7%[53 µM]	3.0%	14.3%	-2.8%	-3.0%[53 µM]	7.7%	-14.0%	0.5%
CC1CCN(C(=O)CSc2nnc(-c3ccccc3Cl)o2)CC1	4.2%	9.7%	.	-2.1%	0.3%	.	-8.9%	.
CCOc1ccc(-c2c(C)nn3c(-c4ccccc4)c(C(=O)NCCOC)cnc23)cc1OCC	-6.1%	2.9%	.	1.5%	-3.0%	.	-9.2%	.
Cc1cc(N(C)C)nc(SC(C)C)n1	9.7%	3.1%	-2.0%[46.1 µM]	-2.0%	0.4%	-0.1%	-10.1%	3.4%
CC(=O)Nc1ccc(S(=O)(=O)N2CCC(n3cnc4cc(F)ccc43)CC2)cc1	-2.9%	-5.7%	-8.3%[46.1 µM]	0.5%	-0.1%	2.8%	-5.3%	-3.9%
CCSc1nnc(Nc2ccccc2)s1	-2.3%	-0.6%	13.7%[7.67 µM]	0.8%	0.1%	7.2%	-27.9%	1.5%
Cc1cccc(-n2ncc3c(N4CCCc5ccccc54)ncnc32)c1	6.2%	2.6%	-16.7%[46.1 µM]	-0.2%	0.3%	22.1%	-18.6%	4.1%
COc1ccc(NS(=O)(=O)c2cc(NC(=O)/C=C/c3cccs3)ccc2N2CCOCC2)cc1	0.7%	3.7%	12.9%	0.0%	-8.9%	-12.3%	15.8µM*[quencher]	-6.2%

Record cards, as listed above.
C=CCn1c(SCC(=O)NC2CCCCC2)nnc1C(C)NC(=O)c1cccs1 (stereo not given) in the list: TRb-SRC2 inh: -6.0%; Tau FP inhib: -9.2%; NPSR antag: -24.2%[46.1 µM]; Epigenetic derep: -1.1%; TR SRC2 fluor cs: -1.8%; CBFb-RUNX1 inh: 5.3%; Tau fluor counter: -4.5%; GLA spleen mod: -6.0%
CCOc1ccc2nc(NCCNC(=S)NCCCN(C)C)c(C#N)cc2c1 in the list: TRb-SRC2 inh: -1.7%[53 µM]; Tau FP inhib: 3.0%; NPSR antag: 14.3%; Epigenetic derep: -2.8%; TR SRC2 fluor cs: -3.0%[53 µM]; CBFb-RUNX1 inh: 7.7%; Tau fluor counter: -14.0%; GLA spleen mod: 0.5%

Back to the main list; the 3 compounds before the break are reprinted first.
SMILES	TRb-SRC2 inh	Tau FP inhib	NPSR antag	Epigenetic derep	TR SRC2 fluor cs	CBFb-RUNX1 inh	Tau fluor counter	GLA spleen mod
CCSc1nnc(Nc2ccccc2)s1	-2.3%	-0.6%	13.7%[7.67 µM]	0.8%	0.1%	7.2%	-27.9%	1.5%
Cc1cccc(-n2ncc3c(N4CCCc5ccccc54)ncnc32)c1	6.2%	2.6%	-16.7%[46.1 µM]	-0.2%	0.3%	22.1%	-18.6%	4.1%
COc1ccc(NS(=O)(=O)c2cc(NC(=O)/C=C/c3cccs3)ccc2N2CCOCC2)cc1	0.7%	3.7%	12.9%	0.0%	-8.9%	-12.3%	15.8µM*[quencher]	-6.2%
Cc1ccc(-c2nc3scc(CCNC(=O)Cc4ccc(Cl)cc4)n3n2)cc1	-9.2%	-3.7%	.	1.5%	0.6%	.	-21.7%	.
COc1ccc(CCNC(=O)c2ccc(CNc3nc(=S)[nH]c4ccccc34)cc2)cc1OC	2.6%	?	-7.8%	1.1%	4.6%	2.1%	-9.3%	-8.3%
O=C(CCCCCN1C(=O)c2ccccc2C1=O)Nc1ccc(S(=O)(=O)N2CCCCC2)cc1	4.1%	1.4%	-27.7%[46.1 µM]	-1.2%	-3.3%	-0.5%	?	-11.1%
O=C(CCc1ccccc1)NNc1cc(N2CCCCC2)nc(N2CCCCC2)n1	10.0%	-4.6%	-4.0%	?	0.9%	-2.5%	-19.0%	2.8%
O=C(NCc1ccccn1)C(=O)NCC(c1ccco1)N1CCN(c2ccc(F)cc2)CC1 (stereo not given)	-5.0%	-1.8%	8.3%	9.6%	-2.3%	1.7%	-17.0%	-4.7%
COc1ccc(C(=O)NNC(=O)C(C)NC(=O)c2ccccc2NC(=O)c2ccco2)cc1 (stereo not given)	-13.6%	0.9%	18.4%	2.0%	?	-1.1%	-6.2%	0.6%
Cc1cccc(-n2c(C)cc(/C=N/n3cnnc3)c2C)c1	-0.1%	-3.5%	1.0%[46.1 µM]	-2.0%	0.4%	-2.9%	-6.2%	3.0%
O=C(NC1CC(=O)N(c2cccc(F)c2)C1)c1cc2ccccc2o1 (stereo not given)	2.9%	-6.5%	.	0.0%	-0.4%	.	-5.3%	.
COc1ccc(CCNCC(=O)Nc2ccc(C)c(S(=O)(=O)N(C)C)c2)cc1OC	-0.8%	-4.0%	-16.2%	1.5%	-1.6%	1.7%	-4.0%	-1.2%
N#CCCCSc1ncccc1-c1nc2ccccc2[nH]1	4.4%	-7.6%	-4.0%[46.1 µM]	0.0%	-1.1%	3.1%	-7.6%	-3.5%

Bioassay records from PubChem.

Not all compounds are listed; rates above refer to the full screens.
